TRPC6 act: mouse TRPC6 channel activation. 310,000 tested, 0.13% active. B-score at 10 µM. Q61143. HEK293-TRPC6 membrane potential dye fluorescence; stronger effect = higher value. AID 2550;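 active means B-score of the integrated fluorescence ratio above library mean plus 3 SD, and starting fluorescence ratio within library mean plus 5 SD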;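 further: higher score means more depolarization so channel activation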
RGS4 inh: human RGS4 inhibition; HEK293 M3R/RGS4 inducible, Fluo-4 calcium flux; stronger effect = higher value; triggered by carbachol at its EC20; B-score at 10 µM; AID 463165; P49798; 310,000 tested, 0.45% active;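 active means B-score, a plate-corrected calcium signal, over three deviations above library mean, with baseline fluorescence within five deviations of library mean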;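 further: RGS4 expression induced by doxycycline in cells with stable M3 receptor; B-score is computed from the integrated fluorescence ratio over baseline after carbachol; higher B-score means a larger calcium signal and so more RGS4 inhibition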
Target sequence (P49798 whole entry, looked up): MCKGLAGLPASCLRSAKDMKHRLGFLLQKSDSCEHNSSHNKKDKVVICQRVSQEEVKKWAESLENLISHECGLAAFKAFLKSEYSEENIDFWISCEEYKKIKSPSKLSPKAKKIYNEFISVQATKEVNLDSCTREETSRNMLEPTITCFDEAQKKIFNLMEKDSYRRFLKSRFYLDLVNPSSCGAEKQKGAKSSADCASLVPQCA
TRPC6 inhibitor: mouse TRPC6 channel inhibition; Q61143; 310,000 tested, 1.1% active; B-score at 10 µM; HEK293-TRPC6, membrane potential dye, ACh-evoked depolarization; stronger effect = lower value;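 active means B-score under library mean minus 3 SD, initial fluorescence not abnormally high, positive integrated signal ratio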;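 further: B-score derived from integrated fluorescence ratio over the kinetic read; more negative B-score means stronger inhibition of depolarization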
MrgX1 antag: antagonists of human MrgX1 receptor. B-score at 10 µM. 310,000 tested, 1.3% active. MRGX1-HEK293 calcium flux, Fluo-4, BAM8-22 antagonism; stronger effect = lower value;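 active means calcium-response B-score plate-corrected more than 3 library SD below zero, starting fluorescence within 5 deviations, no agonist response on first addition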;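 further: peak minus trough fluorescence over baseline after final BAM8-22 challenge near maximal dose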
Target sequence (Q96LB2 whole entry, looked up): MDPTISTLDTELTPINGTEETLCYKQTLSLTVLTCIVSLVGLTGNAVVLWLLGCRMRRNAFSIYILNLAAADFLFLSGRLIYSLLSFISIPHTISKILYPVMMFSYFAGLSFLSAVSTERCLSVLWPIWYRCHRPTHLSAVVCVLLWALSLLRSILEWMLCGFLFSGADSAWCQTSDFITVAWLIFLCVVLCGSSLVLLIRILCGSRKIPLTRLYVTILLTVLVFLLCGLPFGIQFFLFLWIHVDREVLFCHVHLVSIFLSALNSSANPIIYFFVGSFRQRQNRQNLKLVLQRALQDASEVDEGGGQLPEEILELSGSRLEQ
MrgX1 agonist: agonists of human MrgX1 receptor; Q96LB2; MrgX1-HEK293 cells, Fluo-4 calcium fluorescence, agonist mode; stronger effect = higher value; B-score at 10 µM; 310,000 tested, 0.44% active; AID 588627;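 active means calcium response B-score plate-corrected fluorescence ratio at least 3 library SD, with starting fluorescence B-score inside 5 SD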
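Material: HEK293 cells stably expressing human MrgX1 receptor | Quantity: 15,000 cells per well | Times: Cells plated overnight, dye loaded 0.5 h 37 °C, 0.5 h room temperature | Measured by: Kinetic Fluo-4 NW fluorescence of intracellular calcium | Control set: Positive and negative controls per plate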
TRPC4 act: opens the mouse TRPC4 cation channel | B-score at 10 µM | 310,000 tested, 0.49% active | Q9QUQ5 | HEK293 TRPC4beta/mu-opioid, Fluo4 calcium fluorescence; stronger effect = higher value;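 active means B-score above 5 SD of library B-scores, and initial fluorescence ratio not above library mean plus 5 SD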;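 further: positive B-score marks a calcium rise read as TRPC4 activation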
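system = HEK293 cells stably co-expressing mouse TRPC4beta and mu-opioid receptor | schedule = Fluo4 dye loading 45 min at room temperature, 110 s recording | measure = B-scored integrated calcium fluorescence ratio | signal = Fluo4 calcium-sensitive dye fluorescence, kinetic, 1 Hz baseline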
MrgX1 allo act: human MrgX1 positive allosteric modulation, primary screen. AID 588675. MrgX1-HEK293, Fluo-4 calcium flux, FDSS; stronger effect = higher value. Q96LB2. 310,000 tested, 0.63% active. B-score at 10 µM;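 active means plate-corrected calcium response at least 3 library SD above typical, normal starting fluorescence, not activating the receptor alone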;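 further: compound read alongside a low EC10 to EC30 dose of BAM8-22 agonist; peak minus trough fluorescence over baseline measured at the second addition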
TRPC4 block: TRPC4 (mouse) channel inhibition. AID 2247. 300,000 tested, 0.39% active. B-score at 10 µM. HEK293 TRPC4beta/mu-opioid, DAMGO-evoked Fluo4 calcium flux; stronger effect = lower value. Q9QUQ5;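 active means B-score over 3 SD under the library average, no early fluorescence shift, positive overall ratio signal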
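test system = HEK293 cells with stable TRPC4beta plus mu-opioid receptor expression | detection = Fluo4 Ca2+ flux fluorescence | read-out = integrated fluorescence ratio relative to baseline, converted to per-well B score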
TRPC4 PAM: allosterically enhances the mouse TRPC4 cation channel; HEK293 TRPC4beta/mu-opioid, DAMGO EC20, Fluo-4 Ca2+ flux; stronger effect = higher value; B-score at 10 µM; 310,000 tested, 0.42% active; AID 2227;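 active means B-score of calcium response area above 5 SD of library B-scores, with initial fluorescence ratio within 5 SD of library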;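 further: B-score of integrated fluorescence ratio over time as area under calcium response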
TMEM16A inh: inhibitors of mouse TMEM16A calcium-activated chloride channel; 310,000 tested, 1.2% active; Q8BHY3; AID 588511; normalized B-score (activity score, 25-100; higher = stronger inhibition) at 10 µM; HEK293 TMEM16A/YFP iodide influx fluorescence, ionomycin;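 active means ratio plate-corrected score three or more library SD toward inhibition, starting fluorescence score within five deviations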;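 further: score derived from kinetic fluorescence span divided by baseline fluorescence per well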
TMEM16A act: activators or potentiators of mouse TMEM16A chloride channel | Q8BHY3 | HEK293 TMEM16A/YFP-H148Q/I152L, iodide quench fluorescence; stronger effect = lower value | B-score at 10 µM | 340,000 tested, 0.3% active;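 active means fluorescence-ratio B-score plate-corrected deviation score at least 3 library SD below zero, with starting fluorescence score within 5 deviations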;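 further: channel opened by trigger with iodide after compound preincubation; score built on the fluorescence ratio of max minus min over baseline; more negative score means more quench and so TMEM16A activation or potentiation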
* = called active by the depositor; i = inactive; · = no result given.

SMILES	TRPC6 act	RGS4 inh	TRPC6 inhibitor	MrgX1 antag	MrgX1 agonist	TRPC4 act	MrgX1 allo act	TRPC4 block	TRPC4 PAM	TMEM16A inh	TMEM16A act
CC(C)(C)NS(=O)(=O)c1ccc(CCC(=O)Nc2cc(Cl)ccc2Oc2ccccc2)cc1	i	i	i	i	i	i	i	i	i	i	i
O=C(NCCC1CCCCN1S(=O)(=O)c1ccc(Cl)cc1)C(=O)NCc1ccco1 (configuration not stated)	i	i	i	i	i	i	i	i	i	i	i
COc1ccccc1CNC(=O)COC(=O)c1n[nH]c2ccccc12	i	i	i	i	i	i	i	i	i	i	i
O=C(Cc1ccc(S(=O)(=O)N2CCOCC2)s1)NCCc1ccc(F)cc1	i	i	i	i	i	i	i	i	i	i	i
Clc1ccc(CNCc2cccs2)cc1Cl	i	i	i	i	i	i	i	i	i	i	i
CC(C(=O)NCC1CCCO1)N(C(=O)c1snc(C(N)=O)c1N)c1cccc(F)c1 (configuration not stated)	i	i	i	i	i	i	i	i	i	i	i
COc1ccc(Cn2c(C)c(C)c(C#N)c2NC(=O)Nc2ccccc2)cc1	i	i	i	i	i	i	i	i	i	i	i
Cc1ccc(NC(=O)c2cc(-c3ccco3)on2)cc1C	i	i	i	i	i	i	i	i	i	i	i
COc1ccc(N2C(=O)c3ccccc3NC2c2ccc(NC(C)=O)cc2)c(OC)c1 (configuration not stated)	i	i	i	i	i	i	i	i	i	i	i
CCCN(CC(=O)Nc1ccccc1OC)Cc1c(O)ccc2ccccc12	i	i	i	i	i	i	i	i	i	i	i
O=C(CCC(=O)CCN1CCCCC1)CCN1CCCCC1	i	i	i	i	i	i	i	i	i	i	i
O=C(Nc1ccc([N+](=O)[O-])cc1)Nc1ccc(N2CCOCC2)c2nonc12	i	i	i	i	i	i	i	i	i	100*	i
COc1cccc(CNC(=O)Cc2csc(Nc3nc(=S)[nH]c4ccccc34)n2)c1	i	i	i	i	i	i	i	i	i	i	i
COc1cc(/C=N/NC(=O)c2ccoc2C)cc(OC)c1O	i	i	i	i	i	i	i	i	i	i	i
O=C(NCCc1csc(-c2ccccc2)n1)c1ccco1	i	i	i	i	i	i	i	i	i	i	i
CC1CCCC(C)N1C(=O)c1ccc(CS(=O)(=O)c2ccccc2)cc1 (configuration not stated)	i	i	i	i	i	i	i	i	i	i	i
Cc1ccc(S(=O)(=O)N2[C@@H](c3ccc(F)cc3)C(C(=O)O)=CC[C@H]2c2ccc3c(c2)OCO3)cc1	·	·	·	i	i	·	9.5*	·	·	i	i
CCOC(=O)COc1ccccc1/C=C\[N+](=O)[O-]	i	19*	i	i	i	i	i	i	i	i	i
O=c1cc(/N=C/c2coc3c(ccc4ccccc43)c2=O)[nH]c(=S)[nH]1	i	i	i	i	i	i	i	i	i	i	i
N#Cc1cnn2c(C(F)(F)F)cc(-c3ccccc3)nc12	i	i	i	i	i	i	i	i	i	i	i
Cc1ccc(-c2nc3cc(Br)cnc3nc2-c2ccc(C)cc2)cc1	i	i	i	i	i	i	i	i	i	i	i
O=C(NCCC1=CCCCC1)C(=O)NCC1OCCCN1S(=O)(=O)c1cc(F)ccc1F (configuration not stated)	i	i	i	i	i	i	i	i	i	i	i
CCOC(=O)C1=C(C)NC2=C(C(=O)CC(C)(C)C2)C1c1ccc(O)c(OCC)c1 (configuration not stated)	i	i	i	i	i	i	i	i	i	i	i
CCC(=O)NC(=Nc1nc2ccccc2s1)NC(=O)CC	i	i	i	i	i	i	i	i	i	i	i
O=C(C1CCN(CCCc2ccccc2)CC1)N(CCc1ccccc1)Cc1ccccc1	i	i	-5.5*	i	i	i	i	i	i	i	i
CCOC(=O)C1C(c2cc(OC)c(OC)c(OC)c2)NC(=S)NC1(O)C(F)(F)F (configuration not stated)	i	i	i	i	i	i	i	i	i	i	i
Cc1cccc(NC(=O)c2sccc2-n2cccc2)c1C	i	i	i	i	i	i	i	i	i	i	i
CN(C)c1ccc(NC(=O)c2sc(SCC(=O)Nc3ccc(Br)cc3)nc2N)cc1	i	i	i	i	i	i	i	i	i	i	i
CC(=O)Nc1ccc(N2C(=O)CC(N3CCN(Cc4ccc5c(c4)OCO5)CC3)C2=O)cc1 (configuration not stated)	·	·	·	i	i	·	i	·	·	i	i
N#Cc1c(C(F)(F)F)cc(-c2cccs2)nc1N1CCCCC1	i	i	i	i	i	i	i	i	i	i	i
Cc1cc(S(=O)(=O)Nc2ccc(C(=O)NCC3(N(C)C)CCCCC3)cc2)ccc1F	i	i	i	i	i	i	i	i	i	i	i
Brc1ccccc1-c1nnc(CSc2nnc3sc4ccccc4n23)o1	i	i	i	i	i	i	i	i	i	i	i
CCc1cccc(CC)c1N(COC)C(=O)Cn1cnc2ccccc21	i	i	i	i	i	i	i	i	i	i	i
Cc1ncc([N+](=O)[O-])n1Cc1ccc(F)cc1	i	i	i	i	i	i	i	i	i	i	i
Cc1ccc(OC(=O)CCC(=O)Nc2ccc(C)c(C)c2)cc1	i	i	i	i	i	i	i	i	i	i	i
CCCCCSc1nc2c(c(=O)[nH]c(=O)n2C)n1CC	i	i	i	i	i	i	i	i	i	i	i
C=CCNC(=O)c1onc(CSc2cccc(C)c2)c1C(=O)O	i	i	i	i	i	i	i	i	i	i	i
COc1ccc(OC)c2sc(NC(=O)C(C)C)nc12	i	i	i	i	i	i	i	i	i	i	i
CCCc1cc(N2CCN(c3ccccn3)CC2)n2nc(C)c(-c3ccccc3)c2n1	i	i	i	i	i	i	i	i	i	i	i
Cc1ccccc1C(=O)N(C)Cc1ccccc1	i	i	i	i	i	i	i	i	i	i	i
CN(C)C(=O)[C@@H]1C[C@H]1[C@@H](NC(=O)OCc1ccccc1)c1ccccc1	i	i	i	i	i	i	i	i	i	i	i
CC1(C)CC(=O)C2=C(C1)Nc1ccccc1N=C2	i	i	i	i	i	i	i	i	i	i	·
S=C(NCCC(c1ccccc1)c1ccccc1)Nc1ccccc1Cl	i	i	i	i	i	i	i	i	i	i	i
CCCn1nc(C(=O)NCCc2ccc(S(N)(=O)=O)cc2)c2ccccc2c1=O	i	i	i	i	i	i	i	i	i	i	i
Cc1cc(/C=N/NC(=O)C(=O)NCc2ccccn2)c(C)n1-c1ccccc1	i	i	i	i	i	i	i	i	i	i	i
COc1ccc(C(=O)CN2C(=O)NC3(CCCCCC3)C2=O)cc1	i	i	i	i	i	i	i	i	i	i	i
COc1ccc(C2OC(=O)CC2C(=O)NC2CCCC(C)C2C)cc1OC (configuration not stated)	i	i	i	i	i	i	i	i	i	i	i
O=C(Nc1nnc(-c2cccs2)o1)c1ccc(S(=O)(=O)N2CCOCC2)cc1	i	i	i	i	i	i	i	i	i	i	i
CCOC(=O)N1CCC(=NNC(=O)c2ccc(O)cc2)CC1	i	i	i	i	i	i	i	i	i	i	i
CCOC(=O)CC(=O)CSc1nc2c(sc(=S)n2-c2ccc(C)c(C)c2)c(=O)[nH]1	i	i	i	i	i	i	i	i	i	25*	·
COc1ccc(N(C)C(=O)c2sc(Cl)nc2C)cc1	i	i	i	i	i	i	i	i	i	i	i
Cc1ccc(CN2CCNC(=O)C2CC(=O)NCc2cc(C)n(C)n2)cc1 (configuration not stated)	i	i	i	i	i	i	i	i	i	i	i
CS(=O)(=O)O/N=C1\CCCCC1c1ccc([N+](=O)[O-])cc1[N+](=O)[O-] (configuration not stated)	i	i	i	i	i	i	i	i	i	i	i
CC1(C)CC(=O)c2sc(NC(=O)C3COc4ccccc4O3)nc2C1 (configuration not stated)	i	i	i	i	i	i	9.4*	i	i	i	i
COc1ccccc1/C=C/C1=NC(=C\C=C/c2ccccc2)/C(=O)O1	i	i	i	i	i	i	i	i	i	i	i
O=C(OC1CCOC1=O)c1ccc2ncsc2c1 (configuration not stated)	i	i	i	i	i	i	i	i	i	i	i
C=CC(=O)NC(NC(=O)C=C)c1ccc(Br)cc1	i	i	i	i	i	i	i	i	i	i	i
Cc1nc(SCc2ccc(Cl)c(Cl)c2)ncc1C(=O)O	i	i	i	i	i	i	i	i	i	25*	i
CC(NC(=O)CN1CCN(c2ncccn2)CC1)c1ccc(F)cc1 (configuration not stated)	i	i	i	i	i	i	i	i	i	i	i
Cc1ccccc1NC(=O)Cn1nnc(-c2ccc(CN3CCC(C)CC3)cc2)n1	i	i	i	i	i	i	i	i	i	i	i

(further entries)
SMILES	TRPC6 act	RGS4 inh	TRPC6 inhibitor	MrgX1 antag	MrgX1 agonist	TRPC4 act	MrgX1 allo act	TRPC4 block	TRPC4 PAM	TMEM16A inh	TMEM16A act
Cc1ccc(CNC(=O)Cn2c(=O)n(-c3ccccc3)c(=O)c3sccc32)cc1	i	i	i	i	i	i	i	i	i	i	i
CCOC(=O)[C@@H]1[C@H]2COc3cc(OC)ccc3[C@H]2N2C(=O)N(c3ccc(C)cc3)C(=O)[C@@]12C	i	i	i	i	i	i	i	i	i	i	i
COc1ccc(Br)c(C(=O)NC2CCCC2)c1	i	i	i	i	i	i	i	i	i	i	i
O=C(CCCN1C(=O)c2ccccc2C1=O)NCc1ccco1	i	i	i	i	i	i	i	i	i	i	i
CCOc1ccc(N2CC(NC(=O)c3cccc4ccccc34)CC2=O)cc1 (configuration not stated)	i	i	i	i	i	i	i	i	i	i	i
S=C1NC[C@H](Cc2ccccc2)N1CCc1cccc2ccccc12	i	i	i	i	i	i	i	i	i	i	i
COc1ccc(CCNC(=O)c2noc3c2CCCC3)cc1OC	i	i	i	i	i	i	i	i	i	i	i
CC(=O)Nc1ccc(C(=O)CSc2nc3ccc(C)cc3[nH]2)cc1	i	i	i	i	i	i	i	i	i	i	i

Marked active in RGS4 inh (from the list above):
smiles	TRPC6 act	RGS4 inh	MrgX1 antag	MrgX1 agonist	TRPC4 act	TRPC4 block	TRPC4 PAM	TMEM16A act
CCOC(=O)COc1ccccc1/C=C\[N+](=O)[O-]	i	19*	i	i	i	i	i	i
